Screens deposited in PubChem BioAssay by several laboratories.
S1P2 ag: agonists of human S1P2 receptor; S1P2-expressing cell line, agonist reporter read-out; O95136; 97,000 compounds, 0.46% hits; activation, % at 4.5 µM; in the data active = activation above about 16%;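 also: 0% = vehicle low control and 100% = maximal reference agonist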
Lung fibro prol: blocks proliferation of human lung fibroblasts; LL 47 human lung fibroblast viability, ATP luminescence; stronger effect = lower value; viability, % at 10 µM; 85,000 compounds, 1.1% hits; AID 719;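 active = viability at or below 50% in the single dose screen; inactive = viability above 50%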;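 also: compound exposure lasted 72 h before the ATP readout; 100% = median luminescence of untreated cell-only wells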
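test system = LL 47 human lung fibroblasts | amount = 1,150 fibroblasts seeded per well | medium = 15% FBS in IMEM | times = overnight cell rest, 72 h compound treatment at 37 °C | measured by = CellTiter-Glo luminescence measuring cellular ATP | read-out = viability percentage against median untreated-cell control | benchmarks = cell-only wells, no compound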
HUVEC inhibit: human endothelial cell proliferation inhibition; AID 648; HUVEC proliferation, CellTiter-Glo luminescence, 72 h; stronger effect = lower value; 86,000 compounds, 1.1% hits; viability, % at 10 µM (by protocol);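 active = viability at or below 30%; inactive = viability above 30%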;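 also: 100% = median luminescence of DMSO-only cell control wells on each plate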
PTPN22 act: increases human PTPN22 phosphatase activity. Q9Y2R2. recombinant LYP, DiFMUP fluorescence; 0 = plate median, 100 = signal doubled. activation, % at 2 µM. 96,000 compounds, 0.11% hits;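 active = activation at 2 µM above a set limit, the mean plus 5 SD, cut at about 37% in these data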
Target sequence (Q9Y2R2 whole entry, looked up): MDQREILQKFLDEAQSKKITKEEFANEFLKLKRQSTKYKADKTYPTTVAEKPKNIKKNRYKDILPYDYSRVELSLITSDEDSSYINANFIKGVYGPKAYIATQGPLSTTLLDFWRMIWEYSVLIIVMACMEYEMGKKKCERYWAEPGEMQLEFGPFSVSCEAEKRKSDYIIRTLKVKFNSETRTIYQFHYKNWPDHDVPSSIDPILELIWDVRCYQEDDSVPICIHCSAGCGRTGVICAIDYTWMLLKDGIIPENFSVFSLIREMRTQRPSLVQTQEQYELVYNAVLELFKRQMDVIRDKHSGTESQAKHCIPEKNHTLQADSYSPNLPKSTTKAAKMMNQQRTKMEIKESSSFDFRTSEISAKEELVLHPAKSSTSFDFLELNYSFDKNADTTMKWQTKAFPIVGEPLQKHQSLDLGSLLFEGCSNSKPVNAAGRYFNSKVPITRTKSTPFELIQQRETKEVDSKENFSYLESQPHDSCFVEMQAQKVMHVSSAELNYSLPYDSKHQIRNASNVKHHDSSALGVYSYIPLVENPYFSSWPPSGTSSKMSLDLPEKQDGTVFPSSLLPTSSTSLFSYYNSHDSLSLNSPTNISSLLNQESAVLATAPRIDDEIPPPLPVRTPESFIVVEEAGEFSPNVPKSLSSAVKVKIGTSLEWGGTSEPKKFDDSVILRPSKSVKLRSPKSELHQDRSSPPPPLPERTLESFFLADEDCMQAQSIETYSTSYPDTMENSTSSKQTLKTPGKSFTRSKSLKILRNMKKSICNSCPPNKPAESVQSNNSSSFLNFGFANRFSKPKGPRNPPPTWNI
sEH inhibitor: soluble epoxide hydrolase (human) inhibition; 91,000 compounds, 0.34% hits; P34913; AID 707; recombinant human sEH enzymatic activity assay; inhibition, % at 2 µM; in the data active = inhibition above about 80%; also: values of inactives mirror those of a sister screen read the other way; many of its hits are not listed in these tables
sEH activator: activators of human soluble epoxide hydrolase | activation, % at 2 µM | purified human sEH enzymatic activity, activator screen | 91,000 compounds, 0.04% hits | P34913; in the data active = activation above about 37%; also: values of inactives mirror those of a sister screen read the other way
PostGolgi ctrl: yeast control strain growth, post-Golgi counter-screen. efflux-deficient yeast background strain, growth absorbance A615, 16 h. inhibition, % at 10 µM. 98,000 compounds, 5% hits; in the data active = inhibition above about 30%
H69AR inhibit: growth inhibitors of human H69AR lung tumor cells. H69AR lung tumor viability, ATP luminescence, 72 h; stronger effect = lower value. viability, % at 10 µM. 85,000 compounds, 6% hits;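 active = viability at or below 40%; inactive = viability above 40%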;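 also: multidrug resistant small cell line overexpressing MRP-1 efflux transporter; 100% = mean luminescence of untreated control wells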
S1P2 antag: blocks the human S1P2 receptor; O95136; cell-based S1P2 antagonist assay, inhibition at 5 uM; inhibition, % at 5 µM; 97,000 compounds, 0.21% hits; AID 736; in the data active = inhibition above about 45%;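 also: CRE beta-lactamase reporter cells expressing human S1P2 stimulated with S1P; 0% = agonist at EC80 alone and 100% = agonist plus reference antagonist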
An asterisk follows results filed as active; · = no result given. These rows are one share of the data. The share of hits here may be higher or lower than overall.

SMILES	S1P2 ag	Lung fibro prol	HUVEC inhibit	PTPN22 act	sEH inhibitor	sEH activator	PostGolgi ctrl	H69AR inhibit	S1P2 antag
COc1cc(NC(=O)CN(c2ccc(C)cc2)S(=O)(=O)c2c(C)nn(C)c2C)cc(OC)c1	-3.6	90.0	85.4	-1.6	·	·	-3.8	102.0	-38.0
Cc1cccc(C)c1-n1nnnc1C1(Nc2ccccc2)CCCCC1	1.3	·	·	-2.4	6.6	-4.7	44.4*	·	-24.8
CCCCSc1nnc([C@H](C)NC(=O)OC(C)(C)C)o1	-7.0	96.6	118.5	-5.6	-7.5	6.0	-7.8	92.1	7.8
O=C1c2ccccc2C(Nc2ccc(S(=O)(=O)N3CCOCC3)cc2)N1c1cccnc1 (configuration not stated)	-4.9	93.6	86.5	1.7	6.9	-6.3	-6.9	78.2	11.2
Cc1cc(-c2nc3cccnc3s2)ccc1NS(=O)(=O)c1ccc2c(c1)OCCO2	-2.1	97.6	100.3	-7.1	-13.4	11.6	13.0	92.0	5.7
O=S(=O)(c1cccc(Cl)c1Cl)N1CCCCC1	-1.9	93.1	88.5	11.9	3.4	-3.8	3.3	96.2	2.0
O=C1CS/C(=C\S(=O)(=O)c2ccc(Cl)cc2)N1	-2.6	97.2	108.5	-1.8	-14.5	12.3	11.4	96.9	13.5
COC(=O)c1cc2ccsc2n1Cc1nc(-c2ccc(OC)cc2)oc1C	-6.2	104.9	86.9	5.7	4.4	-4.5	3.8	80.3	-10.2
CCN(CC)C(=O)CN(c1cc(Cl)ccc1OC)S(C)(=O)=O	-4.1	104.5	97.7	0.6	1.3	0.3	7.4	88.2	-1.6
CCN1CCN(C(=O)c2nn(-c3ccc(C)cc3)c(=O)c3c2c2ccccc2n3C)CC1	·	99.8	95.4	·	·	·	-0.6	78.8	·
CCOC(=O)n1c(SCC(N)=O)nc2ccccc21	-3.7	104.5	102.5	-0.8	12.4	-9.2	5.6	99.2	8.3
COc1ccc(C(=O)Oc2cc(/C=N/NC(N)=S)ccc2OC)cc1	-8.0	·	·	7.6	-10.5	10.4	7.1	·	-23.4
COc1ccc(OC)c(NC(=O)c2sc3nc(Cc4ccccc4)cc(C(F)(F)F)c3c2N)c1	-7.1	·	·	-0.6	-7.2	10.6	1.4	·	17.8
Cc1nn2c(CN(C(=O)c3ccco3)c3ccccc3)nnc2c2ccccc12	-3.1	100.5	93.0	8.5	-15.1	12.3	·	·	-14.3
Cc1cc(C)c2c(=O)[nH]c(SCC(=O)Nc3ccc(N(C)C)cc3)nc2n1	-4.2	99.9	93.6	6.5	-3.8	3.5	0.8	84.2	15.3
CCCOc1ccc2[nH]cc(C(=O)O)c(=O)c2c1	-7.0	105.2	99.7	-9.9	-10.9	11.7	-8.3	88.6	28.6
Cc1ccnn1CC(=O)N/N=C/c1ccco1	-13.2	102.8	96.8	-1.6	-1.9	4.8	13.4	100.6	-0.8
CC(C)Oc1ccc(CSC(=N)N)cc1	-3.8	·	·	4.0	7.0	-4.3	0.7	·	27.4
Cc1nnc(NC(=O)c2ccc(Br)cc2)s1	-3.2	·	·	-11.2	-8.9	10.2	-1.7	·	-4.8
O=C(OCCN1C(=O)c2ccccc2C1=O)c1ccco1	-9.8	94.6	95.3	-0.2	2.0	-2.6	·	90.9	-12.8
CCOC(=O)C(C)On1c(-c2ccccc2)nc2ccc([N+](=O)[O-])cc21 (configuration not stated)	4.8	105.4	101.2	-5.0	-2.6	4.6	25.9	76.2	-23.9
COc1ccc(CN2CCOCC2)c(C)c1C	-5.8	101.1	90.4	3.8	0.9	-3.0	3.4	102.8	-15.6
CC1(C)Cc2ccccc2-c2n[nH]c(=S)n21	-1.9	·	91.7	-1.9	-10.0	11.6	-0.6	96.7	9.4
CCCCn1c(SCC(=O)Nc2nnc(CC)s2)nc2ccccc2c1=O	·	94.5	88.5	·	·	·	7.1	85.7	·
CN(C)S(=O)(=O)c1cccc(CSc2cccc[n+]2[O-])c1	-3.9	·	95.0	-5.2	-8.4	7.8	0.8	102.2	-18.0
CCOC(=O)C1CCCN(C(=O)C2CCC(CNS(=O)(=O)c3ccc(NC(C)=O)cc3)CC2)C1 (configuration not stated)	-2.8	100.1	101.8	-11.1	13.8	-12.1	4.8	90.0	6.6
Cc1ccc2nc(NC(=O)CCNS(=O)(=O)c3ccc(Br)s3)sc2c1	-7.6	100.8	65.2	1.1	·	·	41.9*	88.7	-14.8
Cc1cc(C)n(/N=C/c2ccccc2)c(=O)c1C#N	4.5	97.3	98.3	4.9	-1.5	0.5	-4.0	95.5	-6.4
CC1(C)CC(=O)C(C2(O)C(=O)N(Cc3ccccc3)c3ccccc32)CO1 (configuration not stated)	-1.6	97.4	76.3	-5.1	-6.4	6.5	-3.3	17.0*	30.9
COC(=O)c1ccc(C(=O)Nc2cc(Cl)ccc2Cl)cc1NC(=O)c1ccccc1C	-0.7	·	·	11.4	-1.7	4.6	1.5	·	22.7
N#Cc1cc(C(=O)c2cc(Cl)ccc2O)cn(CC2CCCO2)c1=O (configuration not stated)	-14.3	97.0	106.5	-0.1	5.1	-6.1	0.9	78.9	9.0
Cc1ncsc1C(=O)Nc1nc2c(s1)CCCC2	-5.6	78.6	92.0	-1.8	-1.1	-1.3	12.1	83.7	-5.5
O=C(Cc1ccc(Cl)cc1)Nc1ccc(-c2nnc(-c3ccco3)o2)cc1	-2.6	91.7	73.4	2.7	·	·	8.8	48.2	-3.3
CCOc1ccc(OCC)c(N=c2oc3c(C)ncc(CO)c3cc2C(N)=O)c1	-5.1	106.6	89.4	4.0	4.8	-3.7	-0.1	80.0	18.2
COC(=O)c1cc2nc(-c3ccccc3)cc(C(F)(F)F)n2n1	-1.4	97.7	106.8	-19.6	-4.2	7.2	·	90.6	-6.5
CCOC(=O)C1CCCN(CCC(=O)Nc2ccc(C)cc2)C1 (configuration not stated)	-9.9	98.4	98.4	5.0	-3.7	3.1	·	89.8	-10.4
O=C(OCn1cncn1)c1ccc(Cl)cc1Cl	-7.3	102.8	94.9	6.2	11.8	-11.2	-0.9	94.0	1.0
CCOc1ccccc1CNC(=O)CCN1C(=O)COc2ccccc21	-3.4	97.5	89.9	3.8	0.0	0.5	44.3*	91.5	14.9
COC(=O)c1ccccc1NC(=O)c1ccccc1N(C)S(C)(=O)=O	-6.3	98.0	91.4	-6.7	5.9	-5.8	6.0	86.8	-15.2
Cc1cccc2sc(NC(=O)C3CCCO3)nc12 (configuration not stated)	-1.7	104.1	93.5	-2.9	-2.1	3.6	-2.1	89.9	-0.7
O=C(O)C1CC(=O)N(c2ccc3c(c2)OCCO3)C1 (configuration not stated)	-1.7	·	·	3.0	2.0	1.0	15.0	·	2.6
CCC(c1nnnn1Cc1ccco1)N1CCN(c2cc(Cl)ccc2C)CC1 (configuration not stated)	-1.0	95.6	80.6	9.2	0.3	1.8	56.5*	87.3	-13.5
CC(c1nnc(SCC(=O)N2CCc3ccccc32)n1-c1ccc(Cl)cc1)N(C)C (configuration not stated)	1.1	·	·	-14.9	-9.2	12.5	16.0	·	0.3
Cc1ccc(-n2nc3c(c2NC(=O)c2ccccc2Br)CS(=O)C3)cc1 (configuration not stated)	-1.4	95.3	97.9	5.4	-0.5	-2.1	5.6	89.9	7.7
Cc1ccc(OCCN2CCN(C(=O)CCC(=O)Nc3nnc(C)s3)CC2)cc1	-6.0	99.5	105.1	7.6	3.4	0.3	5.0	106.0	-2.9
O=C(c1ccc2c(c1)OCO2)N1CCN(c2ccc(F)cc2)CC1	-3.7	98.3	101.0	-8.9	9.6	-9.0	4.7	93.9	20.1
Cc1cccc(NC(=O)Nc2cc(C)on2)c1	-1.5	112.6	105.8	-7.6	14.3	-12.0	8.1	97.4	-4.5
COc1ccc2nc(C)cc(Nc3ccc(N4CCOCC4)cc3)c2c1	-4.2	87.6	69.9	1.0	-10.4	11.6	6.7	66.5	18.4
CCN(CC)CCCn1c(=S)[nH]c2ncccc2c1=O	-0.4	100.7	103.5	-5.6	1.5	-4.0	17.7	103.7	-4.1
CSc1ccc(Cl)c(C(=O)NCCOc2cc(C(C)C)ccc2C)c1	-7.0	·	·	-7.0	-5.6	6.0	12.6	·	1.2
Cc1cc(=O)[nH]c(SCCOc2cccc(C(F)(F)F)c2)n1	-2.9	97.7	64.7	10.0	10.4	-6.9	19.4	96.5	12.8
Cc1ccc2c(c1)C=CC(C)N2C(=O)c1ccccc1 (configuration not stated)	-5.8	98.4	90.1	3.0	-1.6	1.3	27.0	41.0	-12.0
CN(C)/C=N/c1c(C#N)cnn1-c1nc2ccccc2s1	·	100.8	91.7	·	·	·	1.3	85.6	·
COc1cccc(OCc2cc(/C=N/NC(=O)c3ccn[nH]3)ccc2OC)c1	-3.2	·	·	6.2	3.9	-1.5	33.4*	·	-16.1
O=C(Nc1cccnc1)C1CCCN(S(=O)(=O)c2cccc3nsnc23)C1 (configuration not stated)	-3.7	101.4	109.9	-6.5	7.1	-5.8	0.3	89.4	-2.9
O=C(CN1CCN(c2ccc(F)cc2)CC1)NCC1CCCO1 (configuration not stated)	-3.8	102.6	100.8	10.9	8.8	-10.1	3.9	100.5	10.7
O=C(CCn1c(=O)oc2ccccc21)n1c(=O)oc2ccccc21	-6.7	101.5	99.3	5.5	-11.3	9.2	-6.3	87.5	-1.0
COc1ccc(C(N)CCc2ccco2)cc1 (configuration not stated)	-12.2	93.6	112.4	8.9	6.3	-5.6	3.1	87.9	19.8
Cc1nc([N+](=O)[O-])c(Br)n1CC(=O)c1ccc2ccccc2c1	-5.3	56.4	42.0	0.5	2.1	-4.8	9.5	0.4*	-13.1
COCCNC(=O)c1ccc(CS(=O)(=O)c2ccccc2)o1	-5.4	105.3	91.3	2.1	5.8	-5.2	-6.8	95.0	3.0

Continued:
SMILES	S1P2 ag	Lung fibro prol	HUVEC inhibit	PTPN22 act	sEH inhibitor	sEH activator	PostGolgi ctrl	H69AR inhibit	S1P2 antag
O=c1c2cnn(-c3ccc(F)cc3)c2ncn1Cc1ccc(F)cc1	-5.7	102.5	109.6	-4.0	3.5	1.4	·	89.9	-16.6
CC(=O)Nc1nnc(-c2ccc3c(c2)CCCC3)o1	-7.5	94.9	99.7	-2.6	2.7	-3.4	0.0	75.7	-12.8
CCOc1ccc(-n2c(Cc3cc(=O)[nH]c(=O)[nH]3)nnc2SC(C)C(=O)OC)cc1 (configuration not stated)	-1.6	89.8	103.6	-8.3	-20.1	20.8	-4.1	92.0	-6.0
Cc1ccc(S(=O)(=O)C2(C(=O)NC3CCCC3)CC2)cc1	-2.1	106.3	93.9	1.4	0.6	1.8	20.3	98.5	-4.4

Part of the list above, set out differently:
| structure | S1P2 ag | Lung fibro prol | HUVEC inhibit | PTPN22 act | sEH inhibitor | sEH activator | PostGolgi ctrl | H69AR inhibit | S1P2 antag |
| --- | --- | --- | --- | --- | --- | --- | --- | --- | --- |
| O=c1c2cnn(-c3ccc(F)cc3)c2ncn1Cc1ccc(F)cc1 | -5.7 | 102.5 | 109.6 | -4.0 | 3.5 | 1.4 | · | 89.9 | -16.6 |
| CC(=O)Nc1nnc(-c2ccc3c(c2)CCCC3)o1 | -7.5 | 94.9 | 99.7 | -2.6 | 2.7 | -3.4 | 0.0 | 75.7 | -12.8 |
| CCOc1ccc(-n2c(Cc3cc(=O)[nH]c(=O)[nH]3)nnc2SC(C)C(=O)OC)cc1 (configuration not stated) | -1.6 | 89.8 | 103.6 | -8.3 | -20.1 | 20.8 | -4.1 | 92.0 | -6.0 |

By substructure: the entries above with a CF3 group (three)
SMILES	S1P2 ag	Lung fibro prol	HUVEC inhibit	PTPN22 act	sEH inhibitor	sEH activator	PostGolgi ctrl	H69AR inhibit	S1P2 antag
COc1ccc(OC)c(NC(=O)c2sc3nc(Cc4ccccc4)cc(C(F)(F)F)c3c2N)c1	-7.1	·	·	-0.6	-7.2	10.6	1.4	·	17.8
COC(=O)c1cc2nc(-c3ccccc3)cc(C(F)(F)F)n2n1	-1.4	97.7	106.8	-19.6	-4.2	7.2	·	90.6	-6.5
Cc1cc(=O)[nH]c(SCCOc2cccc(C(F)(F)F)c2)n1	-2.9	97.7	64.7	10.0	10.4	-6.9	19.4	96.5	12.8
